# Assay outcomes as filed in PubChem.
# BioA inh = BioA (M. tuberculosis) enzyme inhibition. purified M. tuberculosis BioA enzyme, plate reader. inhibition, % at 9.99 µM. actives 0.096% (n = 360,000). AID 602481; in the data active = inhibition above about 40%
# The depositor's hits bear a star.
SMILES,BioA inh
C[C@H](CO)N1C[C@H](C)[C@@H](CN(C)C(=O)C2CCC2)Oc2ncc(/C=C/c3ccccc3)cc2C1=O,2.9
COc1ccc(S(=O)(=O)N(C)C[C@H]2OCCCC[C@H](C)Oc3ccc(NC(=O)Nc4ccc(C(F)(F)F)cc4)cc3C(=O)N([C@@H](C)CO)C[C@@H]2C)cc1,0.2
CC=Cc1ccc2n(c1=O)C[C@H]1[C@H](CO)[C@@H](C(=O)NC3CCC3)[C@@H]2N1S(=O)(=O)c1cn(C)cn1 (mixture of isomers),-3.3
C[C@@H]1CN([C@@H](C)CO)C(=O)c2cc(NC(=O)Nc3cccc4ccccc34)ccc2O[C@@H](C)CCCCO[C@@H]1CN(C)S(=O)(=O)c1cccs1,0.2
Cc1ccc(S(=O)(=O)Nc2cccc3c2O[C@H](CN(C)CC2CCCCC2)[C@@H](C)CN([C@H](C)CO)C3=O)cc1,-3.1
COc1ccccc1C#Cc1ccc2c(c1)O[C@@H](CN(C)C(C)=O)[C@H](C)CN([C@@H](C)CO)S2(=O)=O,1.3
C[C@H](CO)N1C[C@H](C)[C@H](CN(C)Cc2cccnc2)OCc2cnnn2CCCC1=O,0.6
C[C@H](CO)N1C[C@H](C)[C@@H](CN(C)C(=O)CCCN(C)C)OCCCC[C@H](C)Oc2ccc(NS(=O)(=O)c3cn(C)cn3)cc2C1=O,-0.1
CO[C@H]1CC[C@@H]2CCN(C)C(=O)[C@H](C)[C@@H](OC)CN(C)C(=O)c3cc(C#N)ccc3OC[C@H]1O2,-2.2
O=C(Cc1ccncc1)Nc1ccc2c(c1)[C@H]1C[C@@H](CC(=O)N3CCc4ccccc4C3)O[C@@H](CO)[C@H]1O2,-1.5
CCS(=O)(=O)Nc1ccc2c(c1)C(=O)N(C)[C@@H]1CC[C@@H](CC(=O)Nc3ccccc3)O[C@H]1CO2,0.7
C[C@@H]1CCCCO[C@@H](CN(C)C(=O)CCC(F)(F)F)[C@H](C)CN([C@H](C)CO)C(=O)c2cc(NS(=O)(=O)c3ccccc3)ccc2O1,2.6
Cc1noc(C)c1NC(=O)Nc1ccc2c(c1)C(=O)N([C@H](C)CO)C[C@H](C)[C@@H](CN(C)Cc1ccc(Cl)c(Cl)c1)O2,1.0
C[C@@H]1CCCCO[C@@H](CN(C)Cc2ccc(Cl)c(Cl)c2)[C@@H](C)CN([C@H](C)CO)C(=O)c2cc(N(C)C)ccc2O1,-0.3
CCCNC(=O)Nc1ccc2c(c1)C(=O)N(C)[C@H]1CC[C@H](CC(=O)NC3CCC3)O[C@@H]1CO2,0.9
N#C[C@@H]1[C@H](c2ccc(C#CCC3CCCC3)cc2)[C@@H](CO)N1C(=O)CN1CCOCC1,0.2
CO[C@H]1CN(C)C(=O)c2cc(NC(C)=O)ccc2OC[C@H](C)N(C(=O)c2cccnc2)C[C@H]1C,0.2
O=C(CC1CC1)N1[C@@H](CO)[C@@H]2c3ccccc3N(S(=O)(=O)c3ccc(F)cc3)C[C@@H]21,-1.1
O=C(Nc1ccccc1F)N[C@@H]1CC[C@H](CCNC(=O)C2CCCCC2)O[C@@H]1CO,-0.5
Cc1noc(C)c1NC(=O)Nc1cccc2c1O[C@H](CN(C)C(=O)Nc1c(C)noc1C)[C@H](C)CN([C@H](C)CO)C2=O,2.0
O=C(C[C@@H]1CC[C@@H]2[C@H](COC[C@@H](O)CN2C(=O)Nc2ccc(F)cc2)O1)NCCc1ccccc1,-0.3
C[C@@H]1CN([C@H](C)CO)C(=O)c2cc(-c3ccncc3)cnc2O[C@@H]1CN(C)C(=O)Cc1ccccn1,2.4
COCC(=O)Nc1ccc2c(c1)C(=O)N(C)[C@H]1CC[C@H](CC(=O)N3CCc4ccccc4C3)O[C@H]1CO2,0.8
Cc1noc(C)c1NC(=O)Nc1cccc2c1O[C@H](CN(C)C(=O)Nc1ccc(C(F)(F)F)cc1)[C@@H](C)CN([C@@H](C)CO)C2=O,4.8
Cc1ccc(S(=O)(=O)Nc2ccc3c(c2)C(=O)N([C@@H](C)CO)C[C@@H](C)[C@H](CN(C)S(C)(=O)=O)OCCCC[C@@H](C)O3)cc1,1.4
CN(C)CC(=O)N1[C@H](C(=O)NC2CCCC2)[C@@H](CO)[C@@H]2Cn3c(ccc(-c4ccc(F)cc4)c3=O)[C@@H]21,0.8
COc1ccc(NC(=O)N(C)C[C@@H]2Oc3ccc(NC(=O)Nc4ccccc4)cc3C(=O)N([C@@H](C)CO)C[C@H]2C)cc1,0.6
C[C@H](CO)N1C[C@H](C)[C@@H](CN(C)S(=O)(=O)c2ccccc2)OCCCC[C@H](C)Oc2ccc(NC(=O)Nc3ccccc3)cc2C1=O,1.3
C[C@@H]1CN([C@@H](C)CO)C(=O)c2cc(C#CC3CC3)cnc2O[C@H]1CN(C)C,-0.8
COc1ccc(NC(=O)N[C@H]2CC[C@H](CCn3cc(-c4ccccn4)nn3)O[C@H]2CO)cc1,-0.4
O=C(Nc1ccc(F)cc1)N[C@H]1CC[C@H](CC(=O)N2CCCCC2)O[C@@H]1CO,4.7
CO[C@H]1CN(C)C(=O)c2ccc(NC(=O)C3CCC3)cc2OC[C@@H](C)N(C(=O)NC(C)C)C[C@H]1C,0.1
Cc1ccc(S(=O)(=O)Nc2ccc3c(c2)C(=O)N([C@@H](C)CO)C[C@H](C)[C@@H](CN(C)S(=O)(=O)c2cccs2)O3)cc1,0.1
C[C@@H]1CN([C@@H](C)CO)C(=O)c2cccc(NC(=O)Nc3ccc(C(F)(F)F)cc3)c2O[C@H]1CN(C)C(=O)Nc1ccccc1,1.5
Cc1ccc(S(=O)(=O)N[C@H]2CC[C@@H](CCNC(=O)C3CCCCC3)O[C@@H]2CO)cc1,-3.1
CN1c2ccc(-c3cccc(C#N)c3)cc2[C@@H]2[C@@H](CCN2C(=O)c2cccc(F)c2)[C@@H]1CO,1.1
C[C@H]1CN([C@@H](C)CO)C(=O)c2cccc(NS(C)(=O)=O)c2O[C@@H]1CN(C)CC1CCCCC1,0.2
COCC(=O)N(C)C[C@@H]1Oc2cc(C#Cc3cccnc3)ccc2S(=O)(=O)N([C@@H](C)CO)C[C@H]1C,14.0
C[C@H](CO)N1C[C@H](C)[C@@H](CN(C)Cc2ccc(C(F)(F)F)cc2)Oc2ccc(NC(=O)Nc3ccc(F)cc3)cc2C1=O,1.6
COc1cccc(NC(=O)Nc2ccc3c(c2)C(=O)N(C)[C@H]2CC[C@H](CC(=O)NCCc4ccccc4)O[C@@H]2CO3)c1,-0.5
O=C(CC(F)(F)F)N1C[C@H]2[C@@H](c3ccccc31)[C@H](CO)N2C(=O)CN1CCOCC1,-0.8
COc1ccccc1NC(=O)N[C@@H]1CC[C@H](CCn2cc(-c3cccnc3)nn2)O[C@@H]1CO,28.8
CN(C)CC(=O)N1[C@@H](C#N)[C@H](c2ccc(-c3ccc(C(=O)N(C)C)cc3)cc2)[C@@H]1CO,-2.0
COc1ccc(NC(=O)Nc2ccc3c(c2)C(=O)N([C@H](C)CO)C[C@@H](C)[C@@H](CN(C)C(=O)CCC(F)(F)F)OCCCC[C@H](C)O3)cc1,-0.8
O=C(c1ccccc1)N1C[C@@H]2[C@H](c3ccccc31)[C@@H](CO)N2Cc1ccccc1F,-4.1
CO[C@H]1CN(C)C(=O)c2cc(NS(C)(=O)=O)ccc2OC[C@H](C)N(C(=O)C2CCOCC2)C[C@@H]1C,-1.2
C[C@@H]1CN([C@H](C)CO)C(=O)c2cc(C#Cc3ccccc3)cnc2O[C@H]1CN(C)CC1CCOCC1,0.8
CCC(=O)N1Cc2cc(C(=O)N(C)C)nc(-c3cccc(-c4cncnc4)c3)c2[C@H]1CCO,-1.3
CN1CCN(C(=O)C[C@@H]2CC[C@H]3[C@@H](COC[C@H](O)CN3C(=O)C3CCCC3)O2)CC1,-1.1
C[C@@H]1CN([C@@H](C)CO)C(=O)c2cc(NS(C)(=O)=O)ccc2O[C@@H](C)CCCCO[C@H]1CN(C)C(=O)C1CCCCC1,-0.8
CCN(C[C@@H]1[C@@H](c2ccc(C3=CCCCC3)cc2)[C@@H](CO)N1CC1CC1)C(C)=O,3.4
O=S(=O)(c1ccc(F)cc1)N1CCCCN2[C@H](CO)[C@@H](c3ccc(-c4ccccc4)cc3)[C@@H]2C1,2.4
C[C@H](CO)N1C[C@H](C)[C@H](CN(C)Cc2cccnc2)Oc2ncc(C3=CCCC3)cc2C1=O,4.3
C[C@@H]1CN([C@@H](C)CO)S(=O)(=O)c2ccc(-c3ccccc3)cc2O[C@@H]1CN(C)C(=O)CC1CC1,-0.7
COc1ccc(NC(=O)N(C)C[C@@H]2OCCCC[C@H](C)Oc3ccc(NS(=O)(=O)c4ccc(Cl)cc4)cc3C(=O)N([C@H](C)CO)C[C@H]2C)cc1,-0.5
C[C@@H]1CCCCO[C@@H](CN(C)Cc2ccc(C(F)(F)F)cc2)[C@H](C)CN([C@H](C)CO)C(=O)c2cc(NS(=O)(=O)c3ccccc3)ccc2O1,0.9
COc1ccc(NC(=O)Nc2cccc3c2O[C@H](CN(C)Cc2ccc(C(=O)O)cc2)[C@H](C)CN([C@H](C)CO)C3=O)cc1,-1.5
C[C@@H]1CN([C@H](C)CO)C(=O)c2cc(NC(=O)CCC(F)(F)F)ccc2O[C@H]1CN(C)C(=O)Nc1ccccc1,-3.0
CO[C@@H]1CN(C)C(=O)c2ccc(NC(=O)c3ccccn3)cc2OC[C@@H](C)N(C(=O)C2CCC2)C[C@H]1C,-2.8
CCCC#Cc1ccc2c(c1)O[C@H](CN(C)C(=O)CC1CC1)[C@@H](C)CN([C@H](C)CO)S2(=O)=O,0.2

# Next section
SMILES,BioA inh
C[C@@H]1CN([C@@H](C)CO)C(=O)c2cccc(NC(=O)Nc3ccc4c(c3)OCO4)c2O[C@H]1CN(C)C(=O)NC1CCCCC1,8.6
O=C(O)[C@]1(Cc2ccccc2)N=C(c2ccc(OCCCO)cc2)O[C@@H]1c1ccccc1,0.6
CNC[C@H]1Oc2ccc(NC(=O)C3CC3)cc2C(=O)N([C@H](C)CO)C[C@@H]1C,-1.4
C[C@H]1CN([C@@H](C)CO)C(=O)c2cccc(NC(=O)Nc3cccc4ccccc34)c2O[C@H]1CN(C)C(=O)Nc1cccc2ccccc12,0.8
CN(C)CCCNC(=O)C[C@H]1CC[C@@H]2[C@@H](COc3ccc(NC(=O)c4cccc(F)c4)cc3C(=O)N2C)O1,11.7
COc1cccc(-c2cnc3c(c2)C(=O)N([C@@H](C)CO)C[C@@H](C)[C@@H](CN(C)Cc2ccncc2)O3)c1,-1.0
O=C(N[C@@H]1CC[C@H](CC(=O)N2CCN(c3ccccc3)CC2)O[C@H]1CO)c1ccncc1,-0.4
C[C@@H]1CN([C@@H](C)CO)C(=O)c2cc(NC(=O)Cc3cn(C)c4ccccc34)ccc2O[C@H]1CN(C)C(=O)NC1CCCCC1,0.6
C[C@@H]1CCCCO[C@H](CN(C)Cc2ccc(Cl)c(Cl)c2)[C@@H](C)CN([C@@H](C)CO)C(=O)c2cc(NS(=O)(=O)c3ccccc3)ccc2O1,-2.1
O=C(C[C@@H]1CC[C@@H](NC(=O)CN2CCOCC2)[C@H](CO)O1)NCc1cccc(F)c1,0.2
COc1ccc(S(=O)(=O)Nc2cccc3c2O[C@H](CN(C)S(=O)(=O)c2ccc(C)cc2)[C@H](C)CN([C@H](C)CO)C3=O)cc1,-1.6
C/C=C/c1ccc([C@H]2[C@H](CO)N(C(C)=O)[C@H]2CNC(=O)c2ccccc2)cc1,-2.7

# In another format: ten of the compounds above.
structure	BioA inh
CNC[C@H]1Oc2ccc(NC(=O)C3CC3)cc2C(=O)N([C@H](C)CO)C[C@@H]1C	-1.4
C[C@H]1CN([C@@H](C)CO)C(=O)c2cccc(NC(=O)Nc3cccc4ccccc34)c2O[C@H]1CN(C)C(=O)Nc1cccc2ccccc12	0.8
CN(C)CCCNC(=O)C[C@H]1CC[C@@H]2[C@@H](COc3ccc(NC(=O)c4cccc(F)c4)cc3C(=O)N2C)O1	11.7
COc1cccc(-c2cnc3c(c2)C(=O)N([C@@H](C)CO)C[C@@H](C)[C@@H](CN(C)Cc2ccncc2)O3)c1	-1.0
O=C(N[C@@H]1CC[C@H](CC(=O)N2CCN(c3ccccc3)CC2)O[C@H]1CO)c1ccncc1	-0.4
C[C@@H]1CN([C@@H](C)CO)C(=O)c2cc(NC(=O)Cc3cn(C)c4ccccc34)ccc2O[C@H]1CN(C)C(=O)NC1CCCCC1	0.6
C[C@@H]1CCCCO[C@H](CN(C)Cc2ccc(Cl)c(Cl)c2)[C@@H](C)CN([C@@H](C)CO)C(=O)c2cc(NS(=O)(=O)c3ccccc3)ccc2O1	-2.1
O=C(C[C@@H]1CC[C@@H](NC(=O)CN2CCOCC2)[C@H](CO)O1)NCc1cccc(F)c1	0.2
COc1ccc(S(=O)(=O)Nc2cccc3c2O[C@H](CN(C)S(=O)(=O)c2ccc(C)cc2)[C@H](C)CN([C@H](C)CO)C3=O)cc1	-1.6
C/C=C/c1ccc([C@H]2[C@H](CO)N(C(C)=O)[C@H]2CNC(=O)c2ccccc2)cc1	-2.7

# Additional entries.
SMILES,BioA inh
N#C[C@@H]1[C@H](c2ccc(C#CCC3CCCC3)cc2)[C@H](CO)N1C(=O)c1ccccn1,2.4
COc1ccc(S(=O)(=O)N(C)C[C@@H]2Oc3ccc(NS(=O)(=O)c4cn(C)cn4)cc3CC(=O)N([C@@H](C)CO)C[C@H]2C)cc1,0.2
C[C@@H]1CN([C@@H](C)CO)C(=O)c2cc(NC(=O)c3ccncc3)ccc2O[C@@H](C)CCCCO[C@@H]1CN(C)Cc1ccccc1,-8.3
C[C@H](CO)N1C[C@H](C)[C@H](CN(C)Cc2ccc(Oc3ccccc3)cc2)Oc2ccc(NC(=O)CCCCCC(=O)Nc3ccccc3N)cc2CC1=O,-6.3
COCC#Cc1ccc2c(c1)O[C@H](CN(C)CC1CC1)[C@H](C)CN([C@@H](C)CO)S2(=O)=O,-2.7
Cc1ccc(S(=O)(=O)N[C@@H]2C=C[C@H](CC(=O)NCCN3CCCCC3)O[C@H]2CO)cc1,0.1
C[C@H](CO)N1C[C@H](C)[C@H](CN(C)Cc2ccc(C(=O)O)cc2)Oc2ccc(NC(=O)Cc3cn(C)c4ccccc34)cc2CC1=O,0.4

# An excerpt. The share of hits here may be higher or lower than overall.
